Bioassay records (PubChem BioAssay)
PPARg SRC3 recr – PPARgamma-driven SRC-3 recruitment agonism; P37231; biochemical PPARgamma/SRC-3 coactivator recruitment assay; activation, % at 8 µM; hit rate 0.26% among 200,000; AID 731; in the data active means activation above about 23%;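 further: 0% = DMSO and 100% = reference agonist; some compounds past the cut are filed as inactive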
Target sequence (P37231 whole entry, looked up): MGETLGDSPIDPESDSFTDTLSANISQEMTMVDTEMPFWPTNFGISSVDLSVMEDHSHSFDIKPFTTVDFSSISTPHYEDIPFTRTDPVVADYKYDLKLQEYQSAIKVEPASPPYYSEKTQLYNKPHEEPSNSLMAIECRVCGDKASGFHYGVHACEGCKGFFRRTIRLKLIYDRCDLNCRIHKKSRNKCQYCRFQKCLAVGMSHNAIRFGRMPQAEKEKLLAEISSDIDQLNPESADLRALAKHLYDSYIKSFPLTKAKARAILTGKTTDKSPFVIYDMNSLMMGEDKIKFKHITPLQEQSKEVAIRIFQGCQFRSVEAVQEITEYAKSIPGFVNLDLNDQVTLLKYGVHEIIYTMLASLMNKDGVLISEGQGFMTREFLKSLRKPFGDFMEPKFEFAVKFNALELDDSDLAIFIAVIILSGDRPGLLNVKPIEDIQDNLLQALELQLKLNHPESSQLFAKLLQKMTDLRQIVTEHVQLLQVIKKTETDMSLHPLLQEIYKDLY
HMGR II inh – E. faecalis class II HMG-CoA reductase inhibition; purified E. faecalis HMGR, NADPH absorbance 340 nm kinetic; hit rate 0.41% among 190,000; inhibition, % at 10 µM;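 active means inhibition above a set limit, the median over all tested compounds plus 3 SD, cut at about 9.5% in these data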;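 further: enzyme runs in reverse so mevalonate oxidation gives rising NADPH absorbance; 0% = complete reaction with DMSO and 100% = background rate lacking mevalonate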
S1P3 antag – antagonists of human S1P3 receptor; inhibition, % at 4.98 µM; hit rate 0.27% among 170,000; Q99500; CHO S1P3 NFAT-BLA reporter, FRET fluorescence, antagonist mode;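 active means inhibition above the plate cutoff, the mean inhibition of test wells on that plate plus 3 SD, cut at about 28% in these data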;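 further: cells challenged with S1P at its EC80 of 0.8 µM; blue over green emission ratio from cleaved BLA substrate after 4 h stimulation; 0% = S1P-stimulated wells and 100% = unstimulated DMSO-only wells; some compounds past the cut are filed as inactive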
Target sequence (Q99500 whole entry, looked up): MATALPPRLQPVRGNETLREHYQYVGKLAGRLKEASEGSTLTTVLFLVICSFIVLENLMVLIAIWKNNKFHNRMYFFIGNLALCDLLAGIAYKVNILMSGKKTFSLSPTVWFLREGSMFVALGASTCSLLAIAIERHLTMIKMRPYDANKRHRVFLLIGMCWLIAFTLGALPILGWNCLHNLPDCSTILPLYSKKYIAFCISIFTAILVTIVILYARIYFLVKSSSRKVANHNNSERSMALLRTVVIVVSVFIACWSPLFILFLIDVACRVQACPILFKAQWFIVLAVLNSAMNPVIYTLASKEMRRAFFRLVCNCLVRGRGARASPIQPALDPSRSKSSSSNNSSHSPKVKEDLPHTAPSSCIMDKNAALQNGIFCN
ROMK primary – modulators of human ROMK potassium channel; AID 1918; hit rate 2% among 130,000; B-score at 10 µM; P48048; Tet-inducible ROMK, thallium flux fluorescence; actives lie on both sides;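 active means signal ratio slope over the read window, or its plate-corrected B-score, at least 3 SD from the plate mean, either direction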;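 further: B-score of the F/F0 ratio slope over 7 to 12 s after thallium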
TR-FRET SRC-2 ct – TR-FRET artefact, counter-screen to PPARgamma/SRC-2 agonist assay. hits give high values. TR-FRET ratio at 8 µM. hit rate 0.4% among 200,000; in the data active means TR-FRET ratio above about 2000; further: inactives centre near 1500; reference of the scale not given here
bIAP inh – intestinal alkaline phosphatase (bovine) inhibition; purified bovine IAP, CDP-star luminescence, 30 min; inhibition, % at 20 µM; 190,000 tested, under 10 active;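 active means over 50% inhibition of intestinal alkaline phosphatase at 20 µM in the single-dose screen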
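Assay system – bovine IAP enzyme · Quantity – bovine IAP at 1/65,000,000 final dilution · Detection – CDP-star luminescence signal · Times – 30 min reaction at room temperature · Also added – CDP-star substrate at 30 µM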
DTT redox prof – compounds producing H2O2 with reducing agent – biochemical, NIH compound library profiling, artefact control for MLSCN library redox annotation, primary screen; hit rate 0.03% among 200,000; activation, % at 10 µM; DTT-dependent redox cycling H2O2, phenol red/HRP absorbance; 100% = 100 µM peroxide control, 0% = buffer;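 active means activation of at least 50% relative to the plate's high and low controls in the primary single-dose screen; inactive means activation below 50%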;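 further: compound incubated with DTT at 0.8 mM final as the reducing agent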
PPARg SRC-1 ag – PPARgamma-driven SRC-1 recruitment agonism. PPARgamma-SRC-1 coactivator recruitment biochemical assay. activation, % at 8 µM. hit rate 0.41% among 200,000; in the data active means activation above about 19%;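 further: 0% = DMSO and 100% = reference agonist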
L major viab – inhibitors of Leishmania major promastigote growth | inhibition, % at 10 µM | Leishmania major promastigotes, resazurin fluorescence viability | hit rate 9% among 200,000 | AID 1063; in the data active means inhibition above about 50%;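 further: promastigotes grown with compound for 44 hours at 28 °C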
RAM network inh – blocks the yeast RAM network; inhibition, % at 50 µM; S. cerevisiae dse1pr::URA3 reporter, 5-FOA growth OD615, 2 d; analog-sensitive cbk1-as2 kinase mutant strain; hit rate 1.8% among 190,000;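 active means inhibition above a set limit, 3 SD over mean compound inhibition, cut at about 8.4% in these data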;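 further: 0% = DMSO-only wells with no growth and 100% = 10 µM 1-NA-PP1 full growth; inhibition rescues growth on 5-FOA so higher OD means more RAM inhibition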
PPARg SRC-2 ag – PPARgamma-driven SRC-2 recruitment agonism. P37231. activation, % at 8 µM. AID 1032. hit rate 0.34% among 200,000. PPARgamma LBD-SRC-2 recruitment, biochemical; in the data active means activation above about 22%;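 further: 0% = vehicle and 100% = reference agonist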
* = called active by the depositor; / = no result given. No enrichment for hits. Share with any hit: about 13%.

SMILES	PPARg SRC3 recr	HMGR II inh	S1P3 antag	ROMK primary	TR-FRET SRC-2 ct	bIAP inh	DTT redox prof	PPARg SRC-1 ag	L major viab	RAM network inh	PPARg SRC-2 ag
O=C(CN1CCN(CCC(=O)Nc2ccccc2F)CC1)Nc1ccc(Cl)cc1	-3.8	-2.3	-16.2	-0.869	1494	-4.2	2.1	2.3	-4.6	2.7	7.0
Cc1cccc(OCCCC(=O)NC(C)C)c1	1.3	-8.5	/	/	1740	0.7	0.8	2.0	-1.8	1.2	6.8
Cc1[nH]nc(SCC(=O)N2CCCCC2)c1[N+](=O)[O-]	1.6	-4.1	/	0.14	1559	25.4	0.2	7.5	-3.1	-0.3	8.7
CCOc1ccccc1N(CC(=O)Nc1ccc(C)cc1)S(C)(=O)=O	-3.8	1.0	-17.9	/	1423	3.0	-2.3	4.8	-6.7	3.2	2.6
COc1ccccc1NC(=O)C1=C(C)NC(=O)NC1c1ccccc1[N+](=O)[O-] (centres undefined)	7.1	10.6*	-7.3	0.198	1690	-16.0	0.0	-3.4	2.1	0.7	7.2
CCN(CC)CCNC(CC(=O)Nc1ccc(Cl)cc1Cl)C(=O)O (centres undefined)	1.6	-3.4	/	0.387	1781	-4.3	0.5	-1.3	-9.8	0.2	11.1
COc1ccc2oc(-c3ccc(C)c(NC(=O)CSc4ccc(Cl)cc4)c3)nc2c1	-14.6	-0.3	/	/	1475	2.0	3.3	5.0	-1.8	1.5	1.2
Cc1cc(C)n(-c2ccc(C(=O)OCn3nnc4ccccc4c3=O)cc2)n1	10.5	-4.3	1.0	-2.41	1584	5.2	1.5	6.0	-1.3	2.4	-2.2
O=C(Nc1nnc(COc2ccccc2)s1)c1ccco1	-7.1	1.8	7.0	/	1588	8.2	2.2	-10.0	-8.7	3.5	0.1
COc1ccc(N2CCN(C(=O)Cc3nn(C)c(=O)c4ccccc34)CC2)cc1	-2.2	-1.6	-9.8	/	1600	-3.9	2.1	3.0	11.7	2.3	-3.6
COc1ccc(NC(=O)CCC(=O)c2cccs2)cc1S(=O)(=O)Nc1ccc(Cl)cc1	2.0	-4.7	-27.0	/	1621	17.4	-0.1	7.4	6.8	3.1	9.2
CCOC(=O)c1[nH]c(C)c(C(=O)N(C)Cc2ccccc2)c1C	-0.5	0.5	-2.5	/	1593	-3.2	-1.2	3.8	-1.6	0.7	9.3
CC(OC(=O)C1=COCCO1)C(=O)Nc1ccc(Oc2ccccc2)cc1 (centres undefined)	-0.8	-5.4	/	-0.891	1481	7.3	-1.4	-5.4	10.4	10.4*	-5.4
Cc1ccc(-c2ccnc(-c3ccc(O)cc3)n2)cc1	-1.2	-6.3	-4.0	0.749	1302	-4.1	-1.1	4.5	3.9	2.4	-0.9
O=C(CCc1nc2ccccc2c(=O)[nH]1)NCc1ccco1	2.1	-3.2	2.8	0.453	1443	-13.3	-0.2	2.7	0.8	0.9	-2.2
Cc1ccccc1OC(=O)C1C(c2ccccc2)C(C(=O)O)C1c1ccccc1 (centres undefined)	0.2	/	/	1.74	1530	11.8	0.2	1.4	-4.0	1.6	4.1
COc1cc(C)nc(Oc2ccc(OCCOc3ccc(C)cc3)nn2)n1	-0.3	-9.0	/	-0.141	1604	-4.1	-3.8	2.0	7.7	1.6	0.7
O=c1c([N+](=O)[O-])c[nH]c2ccccc12	-2.5	1.8	-3.8	/	1479	-0.2	0.2	6.0	-4.0	0.1	7.6
COC(=O)c1cc(Br)c(=O)n(-c2nccs2)c1	73.6*	-5.5	/	-0.165	2990*	3.0	0.0	37.0*	-2.9	1.1	56.6*
CCCCNc1nc2ccccc2nc1Cl	-0.6	2.2	-15.3	-0.147	1474	12.8	-1.2	-1.6	2.2	-0.9	4.6
O=C(OCn1nnc2ccccc2c1=O)C12CC3CC(CC(O)(C3)C1)C2	2.9	-2.0	-3.4	0.143	1480	26.0	9.2	0.8	-5.3	0.4	2.2
O=C(NCC(c1cccnc1)N1CCN(c2ccccc2F)CC1)c1cccc(Cl)c1 (centres undefined)	-7.0	0.1	/	-1.32	1479	-6.1	0.1	0.3	94.4*	1.2	0.4
Cc1ccc(C(=O)COC(=O)c2cn3ccccc3n2)cc1	2.8	-2.5	-6.0	0.437	1506	-5.3	-1.8	-0.6	3.4	0.9	-2.7
COc1ccc(OC(C)C(=O)Nc2ccccc2F)cc1 (centres undefined)	2.6	-4.2	-2.5	1.25	1623	2.5	-2.0	1.1	-7.7	0.5	5.0
CC(C)c1csc(CN2CCN(Cc3ccccc3)C(CCO)C2)n1 (centres undefined)	0.2	-1.0	-4.2	-0.217	1596	-28.7	4.9	1.8	1.2	2.0	0.6
CC1CCN(C(=O)C2CCN(C(=O)c3cc4sccc4n3Cc3ccc(F)cc3)CC2)CC1	-10.2	-3.9	7.4	-2.9	1451	-8.2	-0.1	-1.2	67.0*	4.5	-3.5
Clc1ccccc1-c1nn2c(-c3ccccn3)nnc2s1	-2.8	5.3	/	-1.5	1698	9.3	-0.1	1.7	-1.2	0.1	-1.2
COC(=O)c1ccccc1OCCCN(C)C	1.1	-8.6	6.2	/	1611	-8.2	-1.0	7.0	-3.4	0.6	2.7
COC(=O)c1ccccc1NC1=C/C(=N\S(=O)(=O)c2cccs2)c2ccccc2C1=O	3.1	3.8	/	0.144	1490	27.3	0.3	2.8	100.4*	7.2	-0.4
COc1cc(/C=C(\C#N)C(=O)NCC2CCCO2)c([N+](=O)[O-])cc1OC (centres undefined)	17.4	2.5	/	/	1511	4.2	1.1	13.7	8.2	-0.8	4.8
CCCCC(=O)/C=C/n1c(=S)oc2ccccc21	3.3	2.0	-11.0	1.11	1490	20.6	-0.5	2.2	22.3	-0.2	7.3
CS(=O)(=O)N1CCN(c2ccccc2[N+](=O)[O-])CC1	-1.8	-4.4	-27.5	0.0715	1534	5.5	0.4	-0.6	3.9	-0.7	-4.0
CC(=O)Nc1ccc(NC(=O)c2cccc3c2-c2ccccc2C3=O)cc1	3.3	-3.9	-6.2	0.369	1542	-3.4	0.1	-1.6	78.2*	4.7	0.5
CCC(=O)NC(Nc1sc2c(c1C(=O)OC)CCCC2)(C(F)(F)F)C(F)(F)F	-1.8	5.7	/	0.0523	1419	5.7	-4.3	-3.3	-1.9	6.2	0.0
Cn1cnnc1SCC(=O)c1cc2ccccc2o1	2.3	6.6	-9.1	0.905	1759	-5.7	-0.2	3.4	-7.2	1.0	5.1
COc1ccc(C(=O)NCc2cn3ccsc3n2)cc1OC	-1.8	-2.4	-13.5	/	1601	13.1	-3.4	-0.9	-5.5	-0.3	5.9
Cc1cc2ccccn2c1C(=O)c1ccc(S(=O)(=O)N(C)C)cc1	-1.0	-2.2	7.4	-0.703	1439	6.3	0.5	1.9	14.4	1.8	1.4
Cc1ccc(S(=O)(=O)NCC(=O)OCC(=O)c2ccc(Br)s2)cc1	66.2*	-2.3	/	1.3	1836	9.5	-0.7	36.2*	-10.5	1.9	55.1*
Cc1cc(C(=O)N/N=C\C(Br)=C\c2ccccc2)c(C)o1	-0.3	-9.9	2.9	-0.321	1621	6.5	1.2	6.7	12.7	-1.9	6.3
COc1ccc(NS(=O)(=O)c2cc(NC(=O)c3cnc(C)cn3)ccc2N2CCCCC2)cc1	1.8	-0.7	8.2	0.348	1603	8.1	0.1	4.7	27.5	4.2	2.4
N#CCCn1nc(-c2ccc(Cl)cc2)cc1Nc1ccccc1NC(=O)C(F)(F)F	-3.5	-5.7	7.4	/	1512	-3.7	0.7	2.9	16.9	5.5	-6.3
COc1ccc(N2Cc3cccc(C(=O)N4CCN(C(=O)c5ccco5)CC4)c3C2=O)cc1	-8.6	-8.3	-6.0	/	1685	4.5	-0.8	5.6	-2.9	0.2	6.3
Cc1csc2nc(CSc3ccc(Cl)cc3)cn12	3.8	-5.8	-11.2	/	1487	17.1	1.9	0.2	-3.5	0.5	8.2
C=CCNCCOCCOc1ccccc1-c1ccccc1	2.9	-9.2	-5.1	-1.81	1643	-8.2	3.3	-1.7	95.3*	-0.4	3.1
CCCN(CCC)CCCNc1ccc(C(=O)Nc2cccc(OC)c2)cc1[N+](=O)[O-]	0.8	-1.4	-6.3	-1.72	1648	28.0	-0.7	0.2	97.5*	1.4	-0.8
COc1cc2c(cc1OC)-c1cc(NC3CCCCCC3)nc(=O)n1CC2	-11.9	-0.4	31.8	-0.0223	1244	7.6	2.6	-0.2	4.0	-0.1	0.7
CCN1C(=O)C(CC(=O)NCc2ccc(Cl)cc2)N(CC)C1=O (centres undefined)	6.7	-7.5	-36.4	0.583	1570	-4.2	0.8	1.8	-3.0	-0.3	8.8
COc1cccc(CNn2cn[nH]c2=S)c1OCc1ccccc1	1.6	-1.1	5.9	-0.0958	1500	38.4	-0.3	-1.5	15.9	1.0	1.2

Molecules from the list above containing fluorine, in the order listed:
SMILES	PPARg SRC3 recr	HMGR II inh	S1P3 antag	ROMK primary	TR-FRET SRC-2 ct	bIAP inh	DTT redox prof	PPARg SRC-1 ag	L major viab	RAM network inh	PPARg SRC-2 ag
O=C(CN1CCN(CCC(=O)Nc2ccccc2F)CC1)Nc1ccc(Cl)cc1	-3.8	-2.3	-16.2	-0.869	1494	-4.2	2.1	2.3	-4.6	2.7	7.0
O=C(NCC(c1cccnc1)N1CCN(c2ccccc2F)CC1)c1cccc(Cl)c1 (centres undefined)	-7.0	0.1	/	-1.32	1479	-6.1	0.1	0.3	94.4*	1.2	0.4
COc1ccc(OC(C)C(=O)Nc2ccccc2F)cc1 (centres undefined)	2.6	-4.2	-2.5	1.25	1623	2.5	-2.0	1.1	-7.7	0.5	5.0
CC1CCN(C(=O)C2CCN(C(=O)c3cc4sccc4n3Cc3ccc(F)cc3)CC2)CC1	-10.2	-3.9	7.4	-2.9	1451	-8.2	-0.1	-1.2	67.0*	4.5	-3.5
CCC(=O)NC(Nc1sc2c(c1C(=O)OC)CCCC2)(C(F)(F)F)C(F)(F)F	-1.8	5.7	/	0.0523	1419	5.7	-4.3	-3.3	-1.9	6.2	0.0
N#CCCn1nc(-c2ccc(Cl)cc2)cc1Nc1ccccc1NC(=O)C(F)(F)F	-3.5	-5.7	7.4	/	1512	-3.7	0.7	2.9	16.9	5.5	-6.3

A draw from above in order of length of the SMILES, high to low:
SMILES	PPARg SRC3 recr	HMGR II inh	S1P3 antag	ROMK primary	TR-FRET SRC-2 ct	bIAP inh	DTT redox prof	PPARg SRC-1 ag	L major viab	RAM network inh	PPARg SRC-2 ag
COc1ccc(N2Cc3cccc(C(=O)N4CCN(C(=O)c5ccco5)CC4)c3C2=O)cc1	-8.6	-8.3	-6.0	/	1685	4.5	-0.8	5.6	-2.9	0.2	6.3
COc1ccccc1NC(=O)C1=C(C)NC(=O)NC1c1ccccc1[N+](=O)[O-] (centres undefined)	7.1	10.6*	-7.3	0.198	1690	-16.0	0.0	-3.4	2.1	0.7	7.2
O=c1c([N+](=O)[O-])c[nH]c2ccccc12	-2.5	1.8	-3.8	/	1479	-0.2	0.2	6.0	-4.0	0.1	7.6
